HTR5A ag ctr: HTR5A agonists in luminescence cell assay, primary screen, counter-screen for OPRM1-OPRD1 heterodimer agonist project, full-deck HTS | 5-hydroxytryptamine receptor 5A (Homo sapiens), P47898 | actives 0.61% (n = 340,000) | cell-based | AID 504692, 2011 | activation, % at 9.3 µM; in the data active = activation mostly above about 9.5%, no sharp cut-off; inactive = mostly below about 7.6%;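 note: 0% = cells with vehicle only and 100% = reference agonist; strong numbers were not always called active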
Target sequence (P47898 whole entry, looked up): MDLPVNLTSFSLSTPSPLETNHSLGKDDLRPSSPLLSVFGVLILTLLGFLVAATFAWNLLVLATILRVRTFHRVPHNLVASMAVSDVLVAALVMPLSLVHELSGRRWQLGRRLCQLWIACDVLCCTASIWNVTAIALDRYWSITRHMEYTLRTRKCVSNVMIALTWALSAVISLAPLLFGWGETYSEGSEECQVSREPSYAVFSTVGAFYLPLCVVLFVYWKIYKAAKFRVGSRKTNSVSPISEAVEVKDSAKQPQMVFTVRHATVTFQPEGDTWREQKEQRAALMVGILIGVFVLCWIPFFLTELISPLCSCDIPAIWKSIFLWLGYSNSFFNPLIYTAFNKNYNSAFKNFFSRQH
MOR-DOR ag: agonists of OPRM1-OPRD1 heterodimerization, primary screen, cell-based, luminescence | AID 504326, 2011 | activation, % at 9.3 µM | cells | Mu-type opioid receptor (Homo sapiens) + Delta-type opioid receptor (Homo sapiens), … | actives 0.3% (n = 340,000); in the data active = activation above about 18%;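 note: 0% = vehicle-treated cells and 100% = reference agonist; values of inactives mirror those of a sister screen read the other way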
CAL-PDZ inh HTS: untagged CAL PDZ binding inhibitors, primary screen, biochemical, fluorescence polarization, HTS | actives 0.92% (n = 300,000) | inhibition, % at 24.9 µM | Golgi-associated PDZ and coiled-coil motif-containing protein (Homo sapiens), Q9HD26 | AID 602252, 2012 | purified CAL PDZ, TMR-peptide fluorescence polarization, 1 h;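 active = mean inhibition of at least 30% with at least half of replicates also reaching 30%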;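 note: 0% = DMSO neutral control and 100% = excess unlabeled competitor peptide PRC23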
OPRM1-OPRD1 inv: inverse agonists of MOR-DOR heterodimerization, primary screen, cell-based, luminescence. Mu-type opioid receptor (Homo sapiens) + Delta-type opioid receptor (Homo sapiens), …. cell-based MOR-DOR heterodimer luminescence, inverse agonism. AID 504357, 2011. inhibition, % at 9.3 µM. actives 0.21% (n = 340,000); in the data active = inhibition above about 22%, passing the limit was not always enough;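 note: 0% = cells with DMSO and 100% = wells without cells with DMSO; values of inactives mirror those of a sister screen read the other way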
Keap1 Nrf2 FP: Keap1-Nrf2 protein-protein interaction inhibitors, primary screen, biochemical, fluorescence polarization, single point; Kelch-like ECH-associated protein 1 (Homo sapiens), Q14145; inhibition, % at 9.4 µM; AID 504523, 2011; Keap1 Kelch-Nrf2 peptide fluorescence polarization, 1536-well; actives 0.15% (n = 340,000); in the data active = inhibition above about 12%;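 note: human Keap1 Kelch domain with fluorescein labeled Nrf2 9mer peptide probe; 0% = neutral control wells and 100% = peptide positive control; higher means more block of Keap1 binding to Nrf2 peptide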
Target sequence (Q14145 whole entry, looked up, the tested form may be a part): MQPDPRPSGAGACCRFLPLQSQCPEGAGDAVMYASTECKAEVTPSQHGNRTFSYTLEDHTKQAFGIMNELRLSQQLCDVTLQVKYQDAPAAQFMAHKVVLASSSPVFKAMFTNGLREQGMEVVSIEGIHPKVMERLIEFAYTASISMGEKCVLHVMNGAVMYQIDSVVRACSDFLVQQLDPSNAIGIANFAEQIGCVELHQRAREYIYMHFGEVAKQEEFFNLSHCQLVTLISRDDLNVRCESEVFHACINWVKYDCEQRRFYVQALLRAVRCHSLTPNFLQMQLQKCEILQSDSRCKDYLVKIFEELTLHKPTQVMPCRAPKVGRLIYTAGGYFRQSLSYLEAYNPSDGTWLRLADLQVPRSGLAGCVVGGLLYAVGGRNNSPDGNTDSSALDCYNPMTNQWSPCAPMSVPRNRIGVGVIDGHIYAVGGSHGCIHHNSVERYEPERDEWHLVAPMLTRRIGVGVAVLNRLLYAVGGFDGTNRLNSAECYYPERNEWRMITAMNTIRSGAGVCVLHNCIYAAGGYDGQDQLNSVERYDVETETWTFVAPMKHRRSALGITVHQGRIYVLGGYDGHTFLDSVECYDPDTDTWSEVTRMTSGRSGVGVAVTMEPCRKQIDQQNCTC
V-ATPase pH: regulators of yeast V-ATPase proton pumping, primary screen, pHLuorin cytosolic pH fluorescence; S. cerevisiae; response, % at 10 µM; actives 0.37% (n = 350,000); AID 504577, 2011; in the data active = response mostly above about 7.3%, no sharp cut-off; inactive = mostly below about 5.4%; note: actives read high; inactives centre near 0; some compounds called inactive have numbers as strong as hits; reference of the scale not given here
HTR5A inv ag: HTR5A inverse agonists in luminescence cell assay, primary screen, counter-screen for OPRM1-OPRD1 heterodimer inverse agonist project, full-deck HTS; inhibition, % at 9.3 µM; AID 504634, 2011; HTR5A cell line, inverse agonism; 5-hydroxytryptamine receptor 5A (Homo sapiens), P47898; actives 0.083% (n = 340,000); in the data active = inhibition mostly above about 23%, no sharp cut-off; inactive = mostly below about 18%;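 note: 0% = cells with DMSO and 100% = no-cell wells with DMSO; some compounds called inactive have numbers as strong as hits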
Cardiac RTF inh: cardiac RTF calcium sensitivity inhibitors, primary screen, biochemical, IANBD-TnC fluorescence, EC70 calcium; inhibition, % at 7.15 µM; Troponin I, cardiac muscle (Homo sapiens) + Troponin T, cardiac muscle (Homo sapiens) + …; IANBD-labeled cardiac RTF, Ca2+ fluorescence; actives 0.12% (n = 340,000); AID 493244, 2011;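 active = inhibition above the mean inhibition of all tested compounds plus 3 SD, cut at about 17% in these data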;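 note: assay run at fixed EC70 calcium of 1.6 mM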
LANA DNA inh: inhibitors of KSHV C-LANA binding to DNA, primary screen, biochemical, fluorescence polarization, FAM-LBS DNA, MBP-C-LANA, single point; inhibition, % at 9 µM; Kaposi's sarcoma herpesvirus LANA C-terminal domain (residues 932-1162) DNA binding; actives 0.078% (n = 340,000);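 active = highest replicate inhibition at or above 60% at 9 µM, even if other replicates fall short; inactive = all replicates below 60% inhibition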;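 note: 0% = neutral control wells and 100% = 4 µM acridine orange control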
cardiac RTF act: cardiac RTF calcium sensitivity activators, primary screen, biochemical, IANBD-TnC fluorescence, EC20 calcium. IANBD-labeled TnC RTF fluorescence at EC20 calcium; 0% EC20 calcium, 100% full calcium. activation, % at 7.2 µM. actives 0.24% (n = 340,000);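 active = activation above the mean over all tested compounds plus 3 SD, cut at about 30% in these data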;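 note: rise in fluorescence read as greater calcium sensitivity of cardiac thin filaments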
Starred values were filed as active, the others as inactive; i = inactive; x = not tested or not shown. Rows are unselected; 2.8% or so of the library scored in one or more.

SMILES	HTR5A ag ctr	OPRM1-OPRD1 inv	MOR-DOR ag	Keap1 Nrf2 FP	CAL-PDZ inh HTS	V-ATPase pH	LANA DNA inh	HTR5A inv ag	Cardiac RTF inh	cardiac RTF act
COc1ccc(P(=O)(COc2ccc([N+](=O)[O-])cc2)c2ccc(OC)cc2)cc1	-2	13	-2.6	-1	2	-4	-0.9	8	10	-1
CCOC(=O)c1[nH]c2ccccc2c1N=CN(CC)CC	3	12	-2.1	-1	0	0	0.2	-11	4	3
CCC(=O)Nc1c(C)nn(-c2ccc(C)c(C)c2)c1C	-1	14	-2.8	3	2	-1	x	12	6	-1
CCOC(=O)C1CCN(C(=O)c2ccc(OCC(=O)N3CCOCC3)c(OC)c2)CC1	2	23	-4.3	-1	2	1	1.3	-6	-9	-2
CCO[C@@H]1OC(C(=O)NCc2ccccc2)=C[C@H](C2CCCCC2)[C@H]1CCCO	-1	-9	1.5	1	-2	-1	4.1	-21	14	0
COc1ccc(C)cc1NC(=O)CCCN1C(=O)CN(C)C1=O	4	14	-3.4	-5	1	-4	1.0	-12	-1	-4
CCOc1ccc(NS(=O)(=O)c2ccc3c(c2)N(C(C)=O)CCS3)cc1	-1	-3	0.6	-6	-3	-6	-0.6	24	77*	0
COc1ccc(OC)c(S(=O)(=O)N(C)CC(=O)N2CCCCC2)c1	1	14	-2.6	-3	x	0	-1.5	13	0	-3
Cc1ccc(S(=O)(=O)NCC(=O)N(CC(=O)NC2CCCCC2)Cc2ccco2)cc1	10	2	-0.5	-1	3	0	-1.1	-26	-2	-5
CCN(CC)S(=O)(=O)c1ccc2oc(SCC(=O)NC3CC3)nc2c1	2	16	-3.0	-7	6	-5	0.4	3	8	1
O=C(COc1ccccc1[N+](=O)[O-])N1CCN(c2ccccn2)CC1	-1	14	-2.1	1	-3	0	-0.1	3	-9	-4
COc1ccc(Cl)cc1C(=O)NCCS(=O)(=O)N1CCN(c2ccccc2F)CC1	-2	8	-1.5	-1	x	4	-1.2	15	-8	-4
O=C(Cc1ccc(Br)cc1)NC1CCSC1=O (configuration not stated)	3	16	-2.9	1	-9	-1	-0.1	-9	6	-4
CCC(C)[C@H](NC(=O)N1CC(=O)Nc2ccccc21)C(=O)N[C@H](C(=O)O)c1ccccc1 (some centres not stated)	-3	0	0.1	3	-7	-1	-0.3	13	-6	5
Cc1nc(Nc2ccc(S(N)(=O)=O)cc2)oc1C	1	9	-2.1	-2	-1	0	-1.1	-3	-4	1
Cc1cc(C(=O)Nc2cccc(C)c2C)n(-c2ccccc2)n1	1	11	-2.6	2	-2	2	1.4	-2	-4	-2
OCC[C@@H]1C[C@H](O)[C@@H](O)[C@]2(CCCO2)O1	3	5	-0.8	1	1	0	-2.8	3	4	-1
O=C(/C=C/c1ccc(Br)o1)NCc1ccccc1	-1	9	-1.7	-3	6	-2	0.4	-19	-5	0
Cc1noc(C)c1COC(=O)c1cccnc1SCC(=O)Nc1ccc2c(c1)OCO2	-3	-7	1.1	-6	-2	0	1.1	-18	1	-3
N/C(=N\OC(=O)Cc1ccccc1[N+](=O)[O-])c1ccc(Br)cc1	6	-8	1.5	-1	-2	-5	2.4	-17	2	-10
COc1ccccc1C(CNC(=O)c1ccc(-c2ccccc2Cl)o1)N1CCCC1 (configuration not stated)	4	-49	7.3	-6	-7	0	-1.3	-12	-4	-8
Cc1ccc(-c2nnn(CC(=O)O)n2)cc1	-3	-4	0.7	-2	9	0	4.6	39	-13	-4
CC1=CN2C(=N)/C(=C/c3cn(CCCOc4ccccc4C)c4ccccc34)C(=O)N=C2S1	-2	16	-3.1	-1	-3	-1	1.2	7	6	5
CC(=O)Nc1cc(-c2nn(CC(=O)N3CCCCC3)c(=O)c3ccccc23)ccc1N1CCOCC1	3	13	-2.1	-2	-3	3	1.0	16	-2	-3
CC(C)c1ccc(C(C)NC(=O)C2CCCC2)cc1 (configuration not stated)	11	-14	2.6	-5	0	-1	0.0	-8	-1	1

Given with values under each structure: three of the compounds above
Values run as follows: HTR5A ag ctr | OPRM1-OPRD1 inv | MOR-DOR ag | Keap1 Nrf2 FP | CAL-PDZ inh HTS | V-ATPase pH | LANA DNA inh | HTR5A inv ag | Cardiac RTF inh | cardiac RTF act
> COc1ccccc1C(CNC(=O)c1ccc(-c2ccccc2Cl)o1)N1CCCC1 (configuration not stated)
→ 4 | -49 | 7.3 | -6 | -7 | 0 | -1.3 | -12 | -4 | -8
> Cc1cc(C(=O)Nc2cccc(C)c2C)n(-c2ccccc2)n1
→ 1 | 11 | -2.6 | 2 | -2 | 2 | 1.4 | -2 | -4 | -2
> Cc1ccc(-c2nnn(CC(=O)O)n2)cc1
→ -3 | -4 | 0.7 | -2 | 9 | 0 | 4.6 | 39 | -13 | -4

Entries listed so far that contain bromine, in the order listed:
SMILES	HTR5A ag ctr	OPRM1-OPRD1 inv	MOR-DOR ag	Keap1 Nrf2 FP	CAL-PDZ inh HTS	V-ATPase pH	LANA DNA inh	HTR5A inv ag	Cardiac RTF inh	cardiac RTF act
O=C(Cc1ccc(Br)cc1)NC1CCSC1=O (configuration not stated)	3	16	-2.9	1	-9	-1	-0.1	-9	6	-4
O=C(/C=C/c1ccc(Br)o1)NCc1ccccc1	-1	9	-1.7	-3	6	-2	0.4	-19	-5	0
N/C(=N\OC(=O)Cc1ccccc1[N+](=O)[O-])c1ccc(Br)cc1	6	-8	1.5	-1	-2	-5	2.4	-17	2	-10

The list continues.
SMILES	HTR5A ag ctr	OPRM1-OPRD1 inv	MOR-DOR ag	Keap1 Nrf2 FP	CAL-PDZ inh HTS	V-ATPase pH	LANA DNA inh	HTR5A inv ag	Cardiac RTF inh	cardiac RTF act
O=C(CSc1nc2ccc(Cl)cc2[nH]1)NCCc1ccccc1	1	-18	3.3	0	x	-2	-0.8	-2	-6	-2
COc1ccccc1OCc1ccc(C(=O)NN)cc1	2	4	-0.7	-1	-3	0	-3.0	-8	-20	-9
CC(OC(=O)C1CCN(c2ccc(C(F)(F)F)cn2)CC1)C(=O)Nc1cccc([N+](=O)[O-])c1 (configuration not stated)	3	-7	1.9	6	-4	-1	1.0	-6	-1	-2
O=C(CNC(=S)N(CCCN1CCOCC1)Cc1cccs1)NCCN1CCOCC1	-1	9	-1.7	0	x	4	-0.1	-9	1	0
O=C1NCCO1	0	1	-0.2	1	-5	-3	1.1	-4	10	1
CCCCOC(=O)C1=C(C)Nc2ncnn2C1c1ccc(OCC)c(OC)c1 (configuration not stated)	1	3	-0.5	0	-5	-1	0.1	-3	-9	0
O=C(Nc1ccc(C(=O)N2CCOCC2)cc1)Nc1cccc2ccccc12	-2	17	-3.3	-3	-1	-3	-0.7	5	-3	2
CSc1ccc(CC(=O)N2CCC(n3nccc3NC(=O)C3CC3)CC2)cc1	-6	8	-2.0	-1	-2	-2	-0.1	15	0	-3
Cc1c(NC(=S)N/N=C/c2ccc(Br)cc2)c(=O)n(-c2ccccc2)n1C	10	11	-2.3	4	-1	-7	3.5	-25	-2	-6
c1csc(-c2csc3ncnc(NCCCN4CCOCC4)c23)c1	0	1	-0.1	-2	-7	-4	0.4	-9	-5	8
CC1CCN(S(=O)(=O)c2ccc(NC(=O)CN3CCOCC3)cc2)CC1	2	7	-1.4	-2	x	2	-1.2	10	-6	-4
ONC(=NCc1ccccc1)c1ccccc1	3	17	-3.2	-2	-4	-5	-2.1	-12	0	0
COc1ccc(NC(=O)CSc2nc3sc(C)c(C)c3c(=O)n2Cc2ccco2)cc1	-4	7	-1.3	4	-7	3	-3.0	-5	-3	0
Cc1ccc(C)c(NC(=O)c2cc(=O)c3ccccc3o2)c1	1	6	-1.1	-2	9	-3	-1.9	-3	6	-6
CN(C(=O)CSc1nnn(C)n1)c1ccccc1	0	18	-3.5	-4	-3	3	-1.9	8	-5	-4
C=CCOc1ccc(/C(O)=C2\C(=O)C(=O)N(CCOC)C2c2cccnc2)cc1 (configuration not stated)	-4	-4	0.7	-8	1	1	-0.5	4	-13	-1
CCCCn1c(CCl)nc2cc(S(=O)(=O)N3CCOCC3)ccc21	-2	3	-0.6	-1	x	1	1.6	4	-1	2
CCOc1cc(NC(=O)c2ccccn2)c(OCC)cc1NC(=O)c1ccc(OC)cc1	-1	2	-0.4	-3	0	-2	-0.7	-4	-20	2
CCN1C(c2ccccc2)=C(c2ccccc2)S/C1=C\C=C1/SC(=S)N(C)C1=O	13	i	137*	-5	-7	0	1.7	-16	-8	-23
NC(=O)CC(NC(=O)Cc1ccc(Br)cc1)c1ccc(NCc2ccc(F)c(F)c2)c([N+](=O)[O-])c1 (configuration not stated)	4	20	-3.5	-3	0	-3	-1.5	13	3	0
